Compound activity deposited in PubChem BioAssay by several laboratories.
Tat transport: blocks Tat-dependent protein export in E. coli; 340,000 tested, 0.036% active; E. coli MC4100 TorA-mCherry Tat export, fluorescence; AID 488895; inhibition, % at 10 µM;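 active = mean replicate inhibition at least 50% and at least half of replicates individually reaching 50%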;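 also: exported cargo escapes ClpAP degradation while cytoplasmic cargo is degraded and loses fluorescence; 0% = median of neutral control wells and 100% = median of NaSCN control wells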
dFosB act: mouse delta FosB homodimer activation; AID 493131; 340,000 tested, 0.99% active; purified delta FosB, TAMRA-CDK5 oligo fluorescence polarization; percent of positive-control signal above neutral wells; activation, % at 25 µM;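 active = mean activation above about 17%, with every replicate also reaching it, limit read from the data, passing the limit was not always enough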;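 also: fluorescence polarization rise as delta FosB binds a TAMRA Cdk5 AP-1 oligo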
Target sequence (P13346 whole entry, looked up): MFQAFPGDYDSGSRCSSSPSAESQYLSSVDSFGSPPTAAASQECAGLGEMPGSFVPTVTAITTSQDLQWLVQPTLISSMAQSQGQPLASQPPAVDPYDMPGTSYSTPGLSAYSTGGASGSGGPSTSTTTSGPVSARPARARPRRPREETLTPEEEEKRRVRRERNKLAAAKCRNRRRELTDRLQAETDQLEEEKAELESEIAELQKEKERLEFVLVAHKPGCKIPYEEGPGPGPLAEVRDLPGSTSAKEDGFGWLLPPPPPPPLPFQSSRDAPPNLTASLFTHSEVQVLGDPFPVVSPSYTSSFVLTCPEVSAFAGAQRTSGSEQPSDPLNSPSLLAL
Rtt109 HAT inh: blocks Candida albicans Rtt109/Vps75 acetyltransferase activity; inhibition, % at 34.9 µM; Q5AAJ8; 330,000 tested, 0.16% active; purified Rtt109/Vps75, ThioGlo CoA-SH fluorescence, 4 h;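 active = inhibition of at least 50% in every replicate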
CAL PDZ FP-1: inhibitors of human CAL PDZ peptide binding; Q9HD26; purified CAL PDZ, TMR-peptide fluorescence polarization, 1 h; inhibition, % at 20 µM; 330,000 tested, 0.02% active; AID 504414;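 active = highest replicate inhibition of at least 40%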;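 also: plate controls were DMSO neutral control wells for no effect and unlabeled competitor peptide control wells for full effect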
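Test system: tagged CAL PDZ domain / Buffer or medium: sodium phosphate/NaCl buffer pH 7.4 with TCEP, IgG, Thesit / Reagent: TMR-labelled reporter peptide T*-PRC34 bound in PDZ groove / Compound dosing: single point, 20 µM / Schedule: 1 h incubation at room temperature before polarization reading / Technique: fluorescence polarization (mP) / Benchmarks: unlabelled peptide, DMSO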
MITF TRPM1 HTS: increases MITF-driven TRPM1 promoter luciferase signal. SK-MEL-5 TRPM1-promoter luciferase, 24 h; % of positive control, neutral wells = 0. activation, % at 12.5 µM. 300,000 tested, 0.75% active. AID 588334;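 active = mean activation of at least 80% with every replicate also reaching 80%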;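 also: 0% = neutral control wells and 100% = parthenolide positive control wells; values of inactives mirror those of a sister screen read the other way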
CDK5 p35 inh: blocks human CDK5/p35 kinase activity. Q00535+Q15078. Recombinant CDK5/p35, ADP-Glo luminescence, 60 min. inhibition, % at 10 µM. 330,000 tested, 0.01% active. AID 488839;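 active = highest replicate inhibition of at least 50% and at least 75% of replicates reaching 50%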;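 also: plate controls were DMSO neutral control for no effect and GW8510 at 10 µM for full effect; many of its hits are not listed in these tables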
Target sequence (Q00535 whole entry, looked up): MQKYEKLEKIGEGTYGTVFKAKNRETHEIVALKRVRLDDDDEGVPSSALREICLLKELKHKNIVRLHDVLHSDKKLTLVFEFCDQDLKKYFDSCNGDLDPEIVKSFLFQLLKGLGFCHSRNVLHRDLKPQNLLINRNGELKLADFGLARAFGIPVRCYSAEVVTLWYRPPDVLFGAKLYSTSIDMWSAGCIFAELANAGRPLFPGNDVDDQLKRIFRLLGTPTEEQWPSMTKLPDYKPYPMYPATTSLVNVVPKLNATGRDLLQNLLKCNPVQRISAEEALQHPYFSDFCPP
Target sequence (Q15078 whole entry, looked up): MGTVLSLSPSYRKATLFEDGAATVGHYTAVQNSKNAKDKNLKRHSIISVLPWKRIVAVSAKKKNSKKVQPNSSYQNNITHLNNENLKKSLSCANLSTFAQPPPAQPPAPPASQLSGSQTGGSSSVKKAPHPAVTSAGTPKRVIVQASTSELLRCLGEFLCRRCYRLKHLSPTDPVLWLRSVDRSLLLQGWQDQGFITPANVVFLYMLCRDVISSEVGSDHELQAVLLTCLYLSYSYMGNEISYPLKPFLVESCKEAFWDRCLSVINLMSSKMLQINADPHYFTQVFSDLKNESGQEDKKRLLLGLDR
CAL PDZ FP-2: CAL PDZ (human) peptide binding inhibition. purified CAL PDZ, TMR-peptide fluorescence polarization, 1 h. inhibition, % at 24.9 µM. 300,000 tested, 0.92% active. AID 602252;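 active = mean inhibition of at least 30% with at least half of replicates also reaching 30%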;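 also: 0% = DMSO neutral control and 100% = excess unlabeled competitor peptide PRC23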
V-ATPase pHluor: alters yeast V-ATPase proton transport; 350,000 tested, 0.37% active; AID 504577; S. cerevisiae, pHLuorin cytosolic pH fluorescence; response, % at 10 µM; in the data active = response mostly above about 7.3%, no sharp cut-off; inactive = mostly below about 5.4%; also: actives read high; inactives centre near 0; some compounds called inactive have numbers as strong as hits
RTF Ca sens act: cardiac RTF calcium sensitization; activation, % at 7.2 µM; 340,000 tested, 0.24% active; AID 493008; IANBD-labeled TnC RTF fluorescence at EC20 calcium; 0% EC20 calcium, 100% full calcium;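 active = activation above the mean over all tested compounds plus 3 SD, cut at about 30% in these data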;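 also: rise in fluorescence read as greater calcium sensitivity of cardiac thin filaments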
Wnt bcat act: Wnt/beta-catenin pathway activation; Wnt/beta-catenin reporter cell assay, activator, plate reader; activation, % at 9.35 µM; 300,000 tested, 1.2% active; in the data active = activation above about 30%, passing the limit was not always enough;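 also: 0% = neutral control wells and 100% = positive control wells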
* hit, by the source's call; / = no result given.

molecule	Tat transport	dFosB act	Rtt109 HAT inh	CAL PDZ FP-1	MITF TRPM1 HTS	CDK5 p35 inh	CAL PDZ FP-2	V-ATPase pHluor	RTF Ca sens act	Wnt bcat act
NC(=O)C1=C[C@@H](c2ccc(Br)cc2)C[C@@H](OCCCCO)O1	-4	0	8	-2.3	-2	0.6	1	6	-6	0
c1ccc2[nH]c3cc4ncnc4cc3nc2c1	1	-11	-27	-1.8	11	-0.6	-1	0	58*	6
CN1CCN(c2ccc([N+](=O)[O-])cc2NC(=O)c2cccs2)CC1	8	-11	3	0.8	0	-0.3	-3	2	-5	-1
O=C(c1cccc(N2CCNC2=O)c1)N1CCCC(Nc2cccc(F)c2)C1 (stereo unspecified)	7	-7	11	-1.3	4	-2.1	-9	2	-2	3
CC(=O)N1CCc2ccc(S(=O)(=O)Nc3ccccc3Cl)cc21	4	-1	9	-0.4	6	3.1	/	0	-3	-2
O=C1CCCC2=C1C(c1ccc(O)c(Br)c1)C1=C(CCCC1=O)N2c1ccccc1	6	-10	9	-0.8	-7	-2.8	/	0	-1	-1
Cc1cc(N)ccc1NC(=O)CN1CCCC1	2	2	-2	/	-6	-0.2	-7	0	-3	-3
COC(=O)C1CCN(c2c([N+](=O)[O-])cc(C(F)(F)F)cc2[N+](=O)[O-])CC1	3	-2	4	-0.7	2	-0.6	-2	5	0	/
CCOC(=O)c1ccc2c(c1)sc(=NC(=O)c1ccco1)n2CCOC	-13	-4	-5	0.1	14	-0.6	-1	-1	6	/
COc1cc(C(=O)NCC(=O)OCn2nnc3ccccc3c2=O)cc(OC)c1OC	-2	-5	-14	-0.3	3	-3.3	/	-1	5	0
Cc1cc(C)nc(Nc2ccc(Cl)cc2C)n1	-2	-7	1	-0.9	2	-0.1	1	-1	-9	1
CN(C)c1ccc(/C=N\NC(=O)CC#N)cc1	-1	-4	-14	0.7	-1	1.0	3	-1	-1	-1
CC(=O)Nc1c(-c2ccc(Cl)cc2)c(=O)c2ccccc2n1C	0	-4	-2	-0.6	-7	0.1	-5	-4	-2	1
CCOC(=O)C1(Cc2cccc(Cl)c2)CCCN(C(=O)c2ccoc2C)C1 (stereo unspecified)	13	-3	5	-0.2	7	-8.7	-2	-2	3	-1
CCCc1ccc(-c2csc(NC(=O)C3=COCCO3)n2)cc1	-1	-12	2	-1.9	68	-1.0	-127	-1	-7	20
CCC(N)C12CC3CC(CC(O)(C3)C1)C2 (stereo unspecified)	-2	-8	-8	/	6	-2.5	-2	0	-4	/
Cc1ccc(C(=O)C(C)OC(=O)Cn2cnc3c2c(=O)n(C)c(=O)n3C)cc1 (stereo unspecified)	7	-3	-6	-2.9	7	-1.7	-6	0	1	2
CN1CCN(C(=O)c2ccc3c(c2)NC(=O)C(N2CCOCC2)S3)CC1 (stereo unspecified)	-8	-3	-16	-0.2	8	1.0	-1	3	4	14
COc1ccc(N(C(=O)c2ccco2)S(=O)(=O)c2cccs2)cc1	8	5	-8	-2.3	0	2.2	-1	-1	-3	/
COC(=O)Cc1cc(=O)n2[nH]c(C)nc2n1	-3	-1	-1	0.1	/	0.6	-4	-3	4	-2
Cc1ccccc1CC1(CO)CCCN(Cc2c(C)nn(C)c2Cl)C1 (stereo unspecified)	-2	-9	45	-3.1	-10	-0.9	-2	1	-2	-4
CCOC(=O)C1CCN(S(=O)(=O)c2ccc3[nH]c4c(c3c2)CCCC4)CC1	10	-11	6	-1.0	-11	0.2	2	-2	-6	-1
COc1ccc(C(=O)NCc2cc(C)nc3ccccc23)cc1OC	-1	-9	-10	-1.6	6	-4.1	-3	-1	1	-2
Cc1sc(NC(=O)CCC(=O)O)c(C(N)=O)c1-c1ccccc1	-3	-3	-2	0.1	9	-3.2	-2	1	2	18
Cc1ccc(S(=O)(=O)n2nc(C)cc2N)cc1	-6	1	/	-0.4	1	0.0	6	1	2	-1

Entries of single compounds as entered above. Values in the order: Tat transport | dFosB act | Rtt109 HAT inh | CAL PDZ FP-1 | MITF TRPM1 HTS | CDK5 p35 inh | CAL PDZ FP-2 | V-ATPase pHluor | RTF Ca sens act | Wnt bcat act
Shown for CCOC(=O)c1ccc2c(c1)sc(=NC(=O)c1ccco1)n2CCOC = -13 | -4 | -5 | 0.1 | 14 | -0.6 | -1 | -1 | 6 | /
Shown for Cc1ccc(C(=O)C(C)OC(=O)Cn2cnc3c2c(=O)n(C)c(=O)n3C)cc1 (stereo unspecified) = 7 | -3 | -6 | -2.9 | 7 | -1.7 | -6 | 0 | 1 | 2

Additional entries follow.
molecule	Tat transport	dFosB act	Rtt109 HAT inh	CAL PDZ FP-1	MITF TRPM1 HTS	CDK5 p35 inh	CAL PDZ FP-2	V-ATPase pHluor	RTF Ca sens act	Wnt bcat act
COc1ccccc1NS(=O)(=O)c1ccc(C(=O)NCCCN2CCCC2=O)cc1	3	3	7	-0.3	1	0.4	-5	-2	-3	-2
COC(=O)c1ccc(CSc2nc(C)nc3c2c(=O)n(C)c(=O)n3C)o1	2	-8	0	-1.5	/	0.5	-5	-2	-4	0
C=CCNC(=O)c1onc(CSc2nc3ccccc3[nH]2)c1C(=O)NCC=C	23	5	-4	-2.4	7	-0.2	-4	-2	-6	0
CCOc1ccc(C(=O)COC(C)=O)cc1	-4	0	0	-0.5	7	-0.2	/	-3	-4	/
COc1cccc(C(=O)COc2cccc(NC(=O)c3ccco3)c2)c1	-1	-29	19	0.5	8	2.0	-1	0	0	3
CC(=O)c1ccc(OC(=O)CCNC(=O)c2ccccc2)cc1	-2	-5	-3	1.2	/	0.4	-4	2	-4	2
O=C(Nc1ccccc1N1CCOCC1)c1csc2c1CCCC2	-1	-11	2	-2.2	11	-2.4	-4	2	-2	4
O=C(Nc1ccccc1F)C1(c2ccccc2)CC1(Cl)Cl (stereo unspecified)	-10	1	5	-1.2	-1	0.6	-7	0	-2	-4
COc1ccc(S(=O)(=O)N2CCN(C(=O)c3ccccn3)CC2)cc1	-6	12	-1	-0.2	1	-0.2	1	-1	-5	2
c1ccc(CNc2c3ccccc3nc3ccccc23)cc1	-3	38*	-19	-3.5	-74	0.1	-8	0	-3	-1
C=CCNc1ccc(C(=O)O)cc1	-3	-4	-9	-0.1	3	/	-1	-1	-2	/
COC(=O)c1ccc(CN2CCCC(CCC(=O)NCc3ccc(C)o3)C2)cc1 (stereo unspecified)	-7	-18	-3	-0.3	3	-0.9	-5	-2	4	-1
O=C(COc1ccc2c3c(c(=O)oc2c1)CCCC3)NCc1cccnc1	-4	-26	1	-2.5	9	-2.0	-2	1	-1	1
O=C1c2ccccc2C(Nc2ccc(S(=O)(=O)N3CCCCC3)cc2)N1c1ccccn1 (stereo unspecified)	-2	4	9	-0.2	2	-0.8	-2	3	10	-5
O=c1nc2scc(-c3ccccc3)n2c2ccccc12	-8	-3	0	1.2	2	0.1	1	2	10	/
CN1C(=S)N(c2cccnc2)C(=O)/C1=C\c1ccc(N(C)C)cc1	8	0	/	0.1	7	-1.9	-2	-1	0	-1
COc1ccc(NS(=O)(=O)c2cccc(C(=O)NNC(=O)c3ccccc3O)c2)cc1	3	-7	18	-2.5	-16	-3.4	-2	3	-7	-1
COc1ccc(CN2C(=S)NC(C)(C)CC2(C)O)cc1 (stereo unspecified)	-1	-3	13	-1.7	-6	0.7	-1	0	3	/
C/C(=N/NC(=O)c1ccoc1C)c1cccc(NC(=O)C(F)(F)F)c1	-12	-10	0	-1.4	33	0.0	-1	3	-5	/
COc1ccc2c(c1OC)C(=O)OC2Nc1nc(-c2ccccc2)cs1 (stereo unspecified)	-4	-7	2	-0.7	-70	2.5	-4	1	4	/
CCOC(=O)C1=C(N)OC2=C(C(=O)CC(C)(C)C2)C1c1ccccc1OCC#N (stereo unspecified)	4	-7	-5	-0.8	-9	-1.2	-8	-4	2	-10
Cn1c(NNC(=O)c2c(F)cccc2F)cc(=O)n(C)c1=O	-4	6	-2	0.7	-9	0.9	5	-2	1	-1
Cc1cc(C)c(C(=O)C2OC(=O)C(C)(C)C(=O)C2(C)C)c(C)c1 (stereo unspecified)	0	-1	0	-0.5	-5	2.1	-5	0	2	/
Cc1cc(Cl)ccc1OCC(=O)NCc1ccncc1	-4	0	-4	-0.7	18	0.6	-2	3	1	/
Cc1c(CC(=O)NCCCCCC(=O)O)c(=O)oc2cc3c(cc12)CCC(C)(C)O3	5	5	-8	-1.1	6	1.4	3	1	2	-4
CC(NC(=O)c1ccccc1NS(C)(=O)=O)c1ccccc1 (stereo unspecified)	-2	4	0	0.4	5	0.0	/	-46	2	/
CC(C)n1nc(C(=O)Nc2cccc(S(=O)(=O)N3CCOCC3)c2)c2ccccc2c1=O	8	-11	3	-1.4	-7	-2.3	-5	-2	-5	2
CCCc1nc2c(c(=O)c3ccccc3n2C)c(=O)n1C1CCCCCC1	5	-17	-7	-10	-74	-2.4	-8	-2	-2	-2
CCC(C)NC(=O)c1cn(-c2cccc(OC)c2)c(=O)c2ccccc12 (stereo unspecified)	1	-3	0	-1.6	3	-0.8	-7	-1	3	0
COc1ccc(NC(=O)CC2C(=O)N(C)C(=S)N2Cc2cccs2)cc1 (stereo unspecified)	5	-11	4	0.6	1	-0.2	1	1	-2	-2
CN(C)S(=O)(=O)c1cccc(NC(=O)COC(=O)COc2ccc(Br)cc2)c1	3	-9	14	-1.8	9	-3.5	-3	1	3	-2
Cc1ccccc1N1CCN(CCN2C(=O)CC(=C3c4ccccc4-c4ccccc43)C2=O)CC1	-4	-17	-16	1.6	-6	-2.2	-4	4	3	-2
Cc1c(NC(=O)C(C)OC(=O)c2nc(Cl)ccc2Cl)c(=O)n(-c2ccccc2)n1C (stereo unspecified)	0	1	-3	-1.8	1	1.1	-2	-2	0	1
COc1ccc(Nc2nc(-c3sc(C)nc3C)cs2)cc1	9	-2	15	2.7	/	0.8	-2	-2	-4	2
O=C(Nc1ccc(F)cc1)N(CCCN1CCOCC1)Cc1cc2cc3c(cc2[nH]c1=O)OCO3	1	2	-11	-2.5	0	0.5	-3	-3	4	/
NS(=O)(=O)c1ccc(NC(=S)Nc2nn(Cc3ccc(Cl)cc3Cl)cc2Cl)cc1	1	2	18	-2.5	-3	-1.4	4	0	-1	/
O=C(NC1C2CC3CC(C2)CC1C3)C1CCCCC1 (stereo unspecified)	-15	-1	2	0.3	/	-0.5	1	-1	0	0
CCOc1ccccc1N1CCN(C(=O)c2c(CC)noc2C)CC1	-1	10	/	0.2	14	1.6	9	3	-2	-5
COc1ccc(NC(=S)Nc2cccc(C)n2)cc1	1	-6	-5	0.8	/	0.4	-5	2	/	1
COC(=O)c1nc2cc3c(cc2c(C)c1C(=O)OC)OCO3	-3	-9	8	-1.0	/	2.1	-3	6	3	/
CN(C)CCN(C(=O)/C=C/c1cccs1)c1nc2c(F)cc(F)cc2s1	-6	53*	14	-0.8	-32	2.9	1	-5	6	-24
CC(C)(C)C(=O)Nc1ccc(NC(=O)C(C)(C)C)cc1	-4	6	-7	-0.5	10	-0.7	2	-8	2	-2

Compounds as they come; any-hit rate near 4.1%.
